LMNA splice mod = modulators of lamin A splicing; HeLa LMNA splicing GFP/RFP minigene ratio, 48 h; Potency, µM (highest dose often 46.1 µM), for inactives: top-dose ratio change, negative = inhibition, usual class: inhibitors; 200,000 tested, 0.01% active; active = well fitted inhibition curve with a large enough effect in the signal ratio, with a control signal flat, not every such curve was filed as active; inconclusive = small, poorly fitted or top-dose-only effect, or effect the other way, or a change in a side signal; the % refers to the signal ratio; also: potency is read from the fitted curve at half-maximal effect; % is scaled to controls: 0 for no effect and ±100 for the full control effect
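Read-out is the ratio of GFP to DsRed2 object intensity, acquired by 488 nm laser-scanning cytometry on HeLa lamin A-EGFP minigene reporter cells. Compound incubation 48 hrs at 37 °C in Opti-MEM with 2% FBS; DMSO 0.5% final.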
NPSR antagonist = neuropeptide S receptor (human) antagonism, cAMP; 220,000 tested, 1% active; CHO-NPSR cells, cAMP TR-FRET, antagonist mode; Potency, µM (top dose mostly 38.3 µM), for inactives: at the top dose activity change, negative = inhibition, usual class: inhibitors; Q6W5P4; also: potency is read from the fitted curve at half-maximal effect; % is scaled to controls: 0 for no effect and ±100 for the full control effect; nearly all actives have a fitted effect of over 50% in size; many of its hits are not listed in these tables
Target sequence (Q6W5P4 whole entry, looked up): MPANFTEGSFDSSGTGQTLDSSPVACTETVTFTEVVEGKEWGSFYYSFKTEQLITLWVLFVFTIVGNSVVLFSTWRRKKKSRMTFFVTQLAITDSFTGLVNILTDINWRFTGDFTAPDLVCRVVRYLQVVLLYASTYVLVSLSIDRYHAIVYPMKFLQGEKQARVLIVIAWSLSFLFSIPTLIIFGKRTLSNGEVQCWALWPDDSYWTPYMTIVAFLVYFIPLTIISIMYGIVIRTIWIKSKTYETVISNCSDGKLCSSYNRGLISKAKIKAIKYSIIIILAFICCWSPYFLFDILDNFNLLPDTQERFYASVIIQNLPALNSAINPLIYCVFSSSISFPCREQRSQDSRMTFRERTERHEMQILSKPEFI
IMPase Li inh = cell-permeable IMPase inhibitors with lithium potentiation. CHO-M1 cells, IP1 TR-FRET (IP-One), carbachol + lithium. Potency, µM (highest dose often 59.4 µM), for the others: at the top dose activity, negative = IMPase inhibition, hits mostly inhibitors. 210,000 tested, 0.35% active. AID 1457;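 also: IP1 builds up when IMPase is blocked and the TR-FRET signal falls; potency is read from the fitted curve at half-maximal effect; plate controls were basal vehicle for no effect and high inhibitor control for full effect; nearly all actives have a fitted effect of over 50% in size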
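Steps: plate 2000 CHO-M1 cells per well and culture 16–30 h; add compound and lithium; incubate 30 min, 37C; add d2-IP1 tracer and Eu cryptate anti-IP1 antibody in lysis buffer; read after 10 min at room temperature.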
GLA spleen mod = inhibits or activates alpha-galactosidase in human spleen homogenate | P06280 | Potency, µM (highest dose often 80 µM), for the others: top-dose activity change, negative = inhibition, usual class: inhibitors | human spleen homogenate, 4MU-alpha-Gal fluorescence, 40 min | 240,000 tested, 0.008% active | AID 2107;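 also: potency is read from the fitted curve at half-maximal effect; 0% = enzyme with vehicle and -100% = no enzyme basal signal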
Target sequence (P06280 32-429 limits assumed): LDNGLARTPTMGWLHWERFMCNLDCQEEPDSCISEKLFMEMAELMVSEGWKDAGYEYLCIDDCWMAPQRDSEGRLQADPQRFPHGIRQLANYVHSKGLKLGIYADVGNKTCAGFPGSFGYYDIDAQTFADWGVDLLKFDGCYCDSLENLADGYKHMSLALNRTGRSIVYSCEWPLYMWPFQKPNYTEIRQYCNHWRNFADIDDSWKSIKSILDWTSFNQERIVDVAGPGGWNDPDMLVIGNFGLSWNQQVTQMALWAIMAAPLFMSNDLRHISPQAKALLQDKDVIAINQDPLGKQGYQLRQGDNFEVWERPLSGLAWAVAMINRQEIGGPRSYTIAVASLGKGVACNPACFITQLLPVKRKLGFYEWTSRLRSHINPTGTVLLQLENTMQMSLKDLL
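qHTS titration in buffer at pH 5.0. Alpha-galactosidase activity in spleen homogenate was measured via 4-methylumbelliferone release from 1 mM fluorogenic substrate after 40 min at 37C and a pH 10 stop. AC50 came from Hill fits of control-normalized data.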
CBFb RUNX1 block = blocks binding between human CBF-beta and RUNX1; Q01196+Q13951; AlphaScreen CBFb-His/RUNX1-biotin binding, biochemical; Potency, µM (series often up to 59.8 µM), without a hit: top-dose activity, negative = inhibition, hits mostly inhibitors; 230,000 tested, under 10 active; AID 1477; also: % of control where 0% means no effect
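Compounds were screened at multiple concentrations against a preformed CBF-beta(His)/RUNX1(biotin) complex (30 nM of each) for 15 min at room temperature, followed by 90 min with nickel and streptavidin beads and AlphaScreen reading.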
Luc counter = Kinase-Glo luciferase inhibition (counter-screen) | Potency, µM (titrated, usually from 38.3 µM), for the others: at the highest dose activity change, negative = inhibition, actives largely listed as inhibitors | 200,000 tested, 0.28% active | Kinase-Glo luciferase, ATP luminescence, 8 min | AID 1379; also: potency is read from the fitted curve at half-maximal effect; % is scaled to controls: 0 for no effect and ±100 for the full control effect; nearly all actives have a fitted effect of over 60% in size
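Inhibition of Kinase-Glo luciferase light generation was assessed at 10 uM ATP in pH 7.2 imidazole buffer, with luminescence measured after eight minutes at ambient temperature.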
Epigenetic reg = regulators of epigenetic silencing causing reporter derepression in mouse cells. murine LDR cells, GFP reporter derepression, 30 h. Potency, µM (series often up to 53.9 µM), without a hit: top-dose GFP activation, most hits filed as activators. 280,000 tested, 0.2% active. AID 1865; also: potency is read from the fitted curve at half-maximal effect; % of control where 0% means no effect; nearly all actives have a fitted effect of over 60% in size
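In this reporter-derepression format, murine cells bearing a silenced integrated CMV-GFP locus incubate with test compound (30 h, 37 C), then are washed and imaged; fluorescent objects of 20–120 um count as induced cells.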
An asterisk follows results filed as active; ? = inconclusive; nt = not tested or not shown; [ ] = dose if it differs, or a comment. Unless noted, calls follow the shape of the dose curve; as a rule, active = well fitted curve in the direction sought with a large enough effect; inconclusive = small, poorly fitted or top-dose-only effect, or another doubt; inactive = no such curve, though single readings can be large; an effect the other way counts as inactive or inconclusive. The list is partial; the hit share may differ from the screen's.

[1] COc1ccc2c(c1)c(C(O)CN1CCN(Cc3ccc4c(c3)OCO4)CC1)c(C)n2C (configuration not stated)
[2] CCOC(=O)N/N=C(\C)c1ccc(C)c([N+](=O)[O-])c1
[3] CC(=O)Nc1cccc(OCC(=O)Nc2ccccc2)c1
[4] CSc1ncc2c(n1)-c1cc(C)ccc1SC2
[5] COn1cnnc1-c1ccccc1
[6] CCC(=O)N1CCN(c2ccc(NC(=S)NC(=O)c3ccc(OC)c([N+](=O)[O-])c3)cc2)CC1
[7] O=C(O)CCN1CC2([N+](=O)[O-])CC=C(OCCO)C([N+](=O)[O-])(C1)C2 (configuration not stated)
[8] O=C(Cn1cncn1)NCCC(c1ccccc1)c1ccccc1

compound no.	1	2	3	4	5	6	7	8
LMNA splice mod	?	-2%	3%	-16%	24%	-18%[46 µM]	?	nt
NPSR antagonist	-30%[46.1 µM]	17%	-16%[46.1 µM]	-9%[46.1 µM]	5%[46.1 µM]	4%	12%	-17%
IMPase Li inh	14%[38.3 µM]	-7%	14%[38.3 µM]	-4%[38.3 µM]	-13%[38.3 µM]	9%	3%	0%
GLA spleen mod	-10%	2%	-8%	-5%	-12%	3%	-2%	5%
CBFb RUNX1 block	-5%	-6%	5%	?	8%	-14%	-5%	21%
Luc counter	-3%	2%	-26%	10%	-4%	4%	1%	2%
Epigenetic reg	16%	1.0%	-3.1%	-0.2%	-2.0%	3.2%	1.6%	3.4%

Along the list, from the results shown.
Compounds 1–8 in Luc counter: -3%, 2%, -26%, 10%, -4%, 4%, 1%, 2%
Compounds 1–8 in IMPase Li inh: 14%[38.3 µM], -7%, 14%[38.3 µM], -4%[38.3 µM], -13%[38.3 µM], 9%, 3%, 0%

Continued.
[9] CCc1ccc(/C=N/NC(=O)c2cc(C3CC3)nc3ccc(Br)cc23)s1
[10] CCCCCCCC(=O)N/N=C(\C)c1ccc(N)cc1
[11] Cc1nc2cc(NC(=O)N(C)c3ccc4ccccc4c3)ccc2o1
[12] Fc1ccccc1CSc1ncnc2sc3c(c12)CCCC3
[13] COc1ccc(N(CC(=O)NCCC2=CCCCC2)S(=O)(=O)c2ccccc2F)cc1
[14] COc1cc(OC)c(S(=O)(=O)Nc2ccc(C(=O)N3CCCC3)cc2)cc1NC(C)=O
[15] COC(=O)CCCC1=CC2=CC(=O)C(C)(OC(=O)c3cccs3)C(=O)C2=CN1C1CCCC1 (configuration not stated)
[16] CCC(C)NC(=O)CCCc1ccccc1 (configuration not stated)

compound no.	9	10	11	12	13	14	15	16
LMNA splice mod	-12%	nt	?	4%	nt	nt	-3%[9.22 µM]	7%
NPSR antagonist	-7%[46.1 µM]	-10%	-19%[46.1 µM]	-10%	?	25%	-2%	3%[46.1 µM]
IMPase Li inh	4%[38.3 µM]	13%	10%[38.3 µM]	10%	nt	1%	4%	24%[38.3 µM]
GLA spleen mod	-11%	-7%	1%	-28%	-1%	4%	-4%[17.5 µM]	5%
CBFb RUNX1 block	-1%	-9%	-2%	-4%	11%	7%	3%[13.1 µM]	1%
Luc counter	-1%	7%	8%	1%	nt	-1%	-4%[7.66 µM]	-1%
Epigenetic reg	-1.1%	-1.2%	4.9%	0.0%	6.2%	-0.5%	1.7%	-1.0%

[17] O=c1c2sccc2nc(SCc2cc(=O)n3cc(Cl)ccc3n2)n1Cc1ccccn1
[18] O=[N+]([O-])c1ccc(N=Cc2ccc(Br)c([N+](=O)[O-])c2)cc1
[19] CCc1nc2sc3ccccc3c(=O)c2c(=O)n1Cc1ccc(OC)cc1
[20] O=C(O)c1cc(N2N=C(C(F)(F)F)/C(=C/C=C/c3ccco3)C2=O)ccc1Cl
[21] CC(=O)Nc1nonc1NC(=O)CSc1ccccn1
[22] O=c1c(-c2ccc(O[C@@H]3O[C@H](CO)[C@@H](O)[C@H](O)[C@H]3O)cc2)coc2cc(O)cc(O)c12
[23] O=C(OCC#CCSc1nnc(-c2ccccc2)o1)c1cccs1
[24] CCC(CO)N=CC1=C(O)C(C(=O)c2ccccc2)CCC1=O (configuration not stated)

compound no.	17	18	19	20	21	22	23	24
LMNA splice mod	?	-17%	nt	nt	4%	nt	5%	-1%
NPSR antagonist	-9%	-3%	-31%	?	0%[46.1 µM]	nt	-13%[46.1 µM]	4%[46.1 µM]
IMPase Li inh	0%	-10%	nt	-6%	nt	18%	39%[activator][38.3 µM]	-3%[38.3 µM]
GLA spleen mod	4%	-24%	0%	2%	7%	-4%	0%	7%
CBFb RUNX1 block	-9%	-22%	4%	2%	2%	5%[21.7 µM]	15%	1%
Luc counter	1%	-3%	nt	?	nt	1%	14%	0%
Epigenetic reg	4.1%	3.0%	-1.1%	-1.0%	1.0%	-1.6%	1.5%	0.7%

[25] CO/N=C(/CNC(=O)c1ccc(F)cc1)c1ccc(Cl)cc1
[26] Cc1ccccc1NC(c1cccc(Cl)c1)c1nnnn1C1CCCCC1 (configuration not stated)
[27] Cc1cccc(N2CCN(Cc3nc(C4CC4)no3)CC2)n1
[28] Cc1ccc(S(=O)(=O)N2CCN(CC(=O)Nc3ccc(N4CCOCC4)cc3)CC2)cc1C
[29] CN(Cc1ccccc1)C(=O)COC(=O)c1ccccc1NS(=O)(=O)c1cccc(N)c1
[30] CN(C)CCCN(C(=O)c1cccs1)c1nc(-c2ccccc2)cs1
[31] Cc1ccc(OC(=O)c2sc(Cl)nc2C)cc1C
[32] COc1ccc(/C(O)=C2/C(=O)C(=O)N(CCN(C)C)C2c2ccc(OC)c(OC)c2)c(C)c1 (configuration not stated)

compound no.	25	26	27	28	29	30	31	32
LMNA splice mod	13%	-11%	nt	-6%	4%	-1%	7%	3%
NPSR antagonist	-19%[46.1 µM]	-2%	13%	10%	-7%	2%[46.1 µM]	-13%	18%[46.1 µM]
IMPase Li inh	10%[38.3 µM]	1%	nt	-1%	8%	51%[activator][38.3 µM]	16%	-16%[38.3 µM]
GLA spleen mod	6%	6%	17%	?	-1%	1%	-11%	8%
CBFb RUNX1 block	1%	-13%	4%	4%	-2%	4%	4%	1%
Luc counter	2%	3%	nt	0%	2%	-1%	-2%	-1%
Epigenetic reg	-2.3%	0.0%	-1.0%	-1.1%	2.7%	-1.0%	3.4%	1.5%

4 entries out of the list, ordered by length of the SMILES, descending.
[17] O=c1c2sccc2nc(SCc2cc(=O)n3cc(Cl)ccc3n2)n1Cc1ccccn1
[11] Cc1nc2cc(NC(=O)N(C)c3ccc4ccccc4c3)ccc2o1
[27] Cc1cccc(N2CCN(Cc3nc(C4CC4)no3)CC2)n1
[5] COn1cnnc1-c1ccccc1

compound no.	17	11	27	5
LMNA splice mod	?	?	nt	24%
NPSR antagonist	-9%	-19%[46.1 µM]	13%	5%[46.1 µM]
IMPase Li inh	0%	10%[38.3 µM]	nt	-13%[38.3 µM]
GLA spleen mod	4%	1%	17%	-12%
CBFb RUNX1 block	-9%	-2%	4%	8%
Luc counter	1%	8%	nt	-4%
Epigenetic reg	4.1%	4.9%	-1.0%	-2.0%

(cont.)
[33] CO[C@H]1COC(=O)[C@@H](C)COC(=O)[C@@H](Cc2ccccc2)NC(=O)C/C=C\[C@H]1C
[34] O=C(c1ccccc1)N1CCC(O)(c2cccnc2)CC1
[35] O=C1CCCc2c1cc(C(=O)NCCCN1CCOCC1)c(=O)n2-c1ccc(Cl)cc1
[36] CCC1=NN2C(=N)/C(=C\c3cccn3-c3ccc(OC)cc3)C(=O)N=C2S1
[37] COC(=O)C1=C(O)/C(=C\c2sccc2C)N=C1C
[38] CN(CCO)CC(O)CN(c1ccccc1)c1ccccc1 (configuration not stated)
[39] O=C(O)CCNC(=O)C12CC3CC(CC(C3)C1)C2
[40] Clc1cccc(C2=NOC(c3nnc(-c4ccccc4)o3)C2)c1 (configuration not stated)

compound no.	33	34	35	36	37	38	39	40
LMNA splice mod	nt	?	-6%	17%[9.22 µM]	?	nt	nt	nt
NPSR antagonist	nt	3%[46.1 µM]	19%	-44%	-23%	6%	5%	3%
IMPase Li inh	nt	-12%[38.3 µM]	3%	-2%	25%	nt	-2%	nt
GLA spleen mod	-16%[17.5 µM]	-2%	-3%	-4%	-5%	17%	1%	6%
CBFb RUNX1 block	17%[13.1 µM]	-4%	1%	?	1%	-3%	1%	11%
Luc counter	nt	10%	1%	-1%	-2%	nt	2%	nt
Epigenetic reg	0.0%[10.1 µM]	-1.6%	-1.0%	1.3%	-1.1%	0.1%	-2.2%	2.2%

[41] COc1ccc(CN(Cc2ccc(C(=O)O)cc2)C(=S)Nc2cccc(C)c2)cc1OC
[42] Cc1ccc(N2CN(CCc3ccccc3)CNC2=S)cc1
[43] O=C(Cc1ccc(Cl)cc1)NCc1ccccc1Cl
[44] Cc1[nH]c2ccccc2c1C(=O)C(=O)NCc1ccco1

compound no.	41	42	43	44
LMNA splice mod	nt	nt	9%[46 µM]	5%[46 µM]
NPSR antagonist	-22%	5%	-3%	?
IMPase Li inh	1%	nt	0%	4%
GLA spleen mod	-19%	0%	1%	-5%
CBFb RUNX1 block	-3%	-1%	9%	2%
Luc counter	nt	nt	-2%	1%
Epigenetic reg	1.3%	-1.3%	5.2%	2.1%
